# Screening results deposited in PubChem by several laboratories.
# ABHD5-PLIN5 inh – blocks binding of human ABHD5 to perilipin-5. Q00G26+Q8WTS1. Split G. princeps luciferase complementation, luminescence, 4 h. inhibition, % at 4 µM. actives 0.78% (n = 360,000);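 active means inhibition above the mean inhibition across every tested compound plus 3 SD, cut at about 22% in these data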;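 further: 0% = DMSO only wells and the 100% control is not disclosed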
# m5-HT2A agonist – agonists of mouse serotonin 5-HT2A receptor (HTR2A); activation, % at 7.6 µM; P35363; CHO-K1 mHTR2A beta-arrestin complementation, luminescence; percent of 30 µM serotonin response; actives 0.66% (n = 360,000); AID 624169;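 active means activation above a run cutoff, the mean activation of all tested compounds plus 3 SD, cut at about 14% in these data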;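 further: 0% = plate median of compound wells and 100% = 30 µM serotonin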
# NOD2-RIPK2 inh – blocks binding of human NOD2 to RIPK2. actives 0.38% (n = 360,000). inhibition, % at 4.98 µM. AID 624267. CHO BLA complementation NOD2-RIPK2, CCF4 ratio; in the data active means inhibition above about 21%;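 further: 0% = vehicle only and 100% = reference blocker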
# N-glyco inh – blocks N-linked glycosylation in D54 reporter cells | D54 ERlucT glycosylation luciferase reporter, 24 h; percent of 100 nM tunicamycin response | reporter increase, % at 12.5 µM | actives 0.23% (n = 360,000);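 active means mean luciferase reporter signal, scaled so untreated is 0 and the glycosylation-blocking control 100, at or above a set limit in every replicate; inconclusive means mean reaches the limit but not every replicate does; inactive means mean below the limit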;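 further: luciferase carries N-glycosylation sites so blocking glycosylation raises the light; 0% = median of neutral control wells and 100% = median of 100 nM tunicamycin wells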
# Cardio protect – modulators protecting cardiomyocytes from myocardial damage | H9c2 cardiomyocytes, H2O2 injury protection, ATPLite, 2 h | protection from H2O2 cell death, % at 20 µM | actives 0.63% (n = 360,000) | AID 588492;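 active means compounds giving at least 50% protection of heart cells from peroxide-induced death in the single-dose screen, raw or plate-pattern-corrected value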;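 further: 0% = DMSO wells with peroxide and 100% = DMSO wells without peroxide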
# NCOA2 inhibitor – human SRC2 (NCOA2) inhibition; Q15596; HEK293 GAL4-SRC2 luciferase reporter, luminescence; inhibition, % at 9 µM; actives 0.17% (n = 370,000); AID 651957;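 active means inhibition above the mean inhibition of all tested compounds plus 3 SD, set per campaign, cut at about 52% in these data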;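 further: 0% = DMSO treated cells and 100% = cells given Gossypol at 36 µM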
# Target sequence (Q15596 whole entry, looked up, the tested form may be a part): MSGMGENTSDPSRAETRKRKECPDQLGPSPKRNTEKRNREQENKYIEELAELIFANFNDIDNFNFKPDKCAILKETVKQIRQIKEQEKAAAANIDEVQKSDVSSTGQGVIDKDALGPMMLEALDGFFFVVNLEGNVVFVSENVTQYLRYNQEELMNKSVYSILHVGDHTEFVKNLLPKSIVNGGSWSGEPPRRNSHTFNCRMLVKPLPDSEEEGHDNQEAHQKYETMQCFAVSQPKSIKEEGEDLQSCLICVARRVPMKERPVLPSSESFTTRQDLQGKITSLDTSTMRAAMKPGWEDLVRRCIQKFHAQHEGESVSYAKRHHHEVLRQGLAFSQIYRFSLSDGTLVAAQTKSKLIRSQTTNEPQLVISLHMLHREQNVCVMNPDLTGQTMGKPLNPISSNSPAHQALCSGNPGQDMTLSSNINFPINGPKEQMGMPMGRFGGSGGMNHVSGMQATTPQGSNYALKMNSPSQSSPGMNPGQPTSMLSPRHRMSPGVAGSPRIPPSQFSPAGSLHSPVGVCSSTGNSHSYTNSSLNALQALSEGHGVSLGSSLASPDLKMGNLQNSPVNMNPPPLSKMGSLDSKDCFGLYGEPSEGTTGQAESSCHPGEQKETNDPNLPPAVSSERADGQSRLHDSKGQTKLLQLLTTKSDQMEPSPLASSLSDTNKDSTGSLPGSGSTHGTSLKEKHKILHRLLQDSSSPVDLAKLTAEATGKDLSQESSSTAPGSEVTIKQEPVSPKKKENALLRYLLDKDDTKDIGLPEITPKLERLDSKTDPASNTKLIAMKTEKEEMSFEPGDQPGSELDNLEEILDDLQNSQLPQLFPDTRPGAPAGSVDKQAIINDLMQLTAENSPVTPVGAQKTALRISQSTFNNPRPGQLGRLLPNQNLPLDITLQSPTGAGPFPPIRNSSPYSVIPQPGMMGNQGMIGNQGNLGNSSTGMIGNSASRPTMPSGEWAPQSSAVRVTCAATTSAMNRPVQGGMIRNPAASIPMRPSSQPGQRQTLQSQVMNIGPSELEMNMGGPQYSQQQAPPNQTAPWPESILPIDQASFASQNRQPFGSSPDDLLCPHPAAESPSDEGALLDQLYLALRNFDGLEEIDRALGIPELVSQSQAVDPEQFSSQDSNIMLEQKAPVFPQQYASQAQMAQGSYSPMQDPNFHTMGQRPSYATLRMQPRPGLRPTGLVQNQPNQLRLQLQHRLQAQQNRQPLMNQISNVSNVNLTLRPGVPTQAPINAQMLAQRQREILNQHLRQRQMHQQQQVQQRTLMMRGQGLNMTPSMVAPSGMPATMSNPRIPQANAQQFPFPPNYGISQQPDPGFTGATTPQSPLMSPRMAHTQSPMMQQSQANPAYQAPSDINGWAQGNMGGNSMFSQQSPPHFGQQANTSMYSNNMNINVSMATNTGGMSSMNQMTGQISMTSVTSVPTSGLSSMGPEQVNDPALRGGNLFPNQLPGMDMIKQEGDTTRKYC
# ABCB6 inh MLPCN – human ABCB6 transporter inhibition | actives 0.19% (n = 360,000) | AID 602162 | K562-ABCB6 porphyrin accumulation, flow cytometry, 1 h; hits give low values | Q9NP58 | fluorescence ratio to DMSO, % at 10 µM;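 active means fluorescence ratio to DMSO below 75%, the collection mean minus 3 SD; inconclusive means too few cells collected in the well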;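 further: signal is porphyrin accumulated inside mitochondria; 100% equals median channel fluorescence of DMSO control wells; lower ratio means ABCB6 inhibition with less porphyrin fluorescence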
# TLR9-MyD88 inh – inhibitors of human TLR9-MyD88 binding; inhibition, % at 4.98 µM; CHO BLA complementation TLR9-MyD88, CCF4 FRET ratio; Q9NR96+Q99836; AID 504734; actives 0.21% (n = 340,000);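 active means inhibition above the mean over all tested compounds plus 3 SD, cut at about 21% in these data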;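 further: 0% = DMSO only wells and 100% = clavulanate BLA inhibitor control wells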
# MC4R antagonist – human MC4R antagonism in cAMP assay | P32245 | MC4R-expressing cells, MTII-stimulated cAMP, LANCE TR-FRET | inhibition, % at 6.5 µM | actives 0.48% (n = 360,000) | AID 540295;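 active means inhibition above its plate's cutoff, the mean of tested wells on that plate plus 3 SD, cut at about 29% in these data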;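 further: 0% = Melanotan II alone and 100% = Melanotan II plus saturating MCL0020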
#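 Assay system: human MC4R-expressing U2OS cells; reagent: Melanotan II stimulation of cells; dosing: 6.5 µM single dose; timing: compound 30 min, challenge 1 h, detection 1 h; signal: TR-FRET cAMP assay; replicates: one well per compound, no replicates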
# MC4R ag barr – agonists of human melanocortin 4 receptor (MC4R) beta-arrestin | U2OS MC4R beta-arrestin complementation, luminescence; percent of melanotan II response, DMSO zero | AID 540308 | activation, % at 8.9 µM | actives 0.98% (n = 360,000);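 active means activation above a per-plate cutoff, the mean activation of sample wells on that plate plus 3 SD, cut at about 8% in these data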
# * marks the source's active call; other numbers are inactive results; ? = inconclusive; nt = not tested or not shown.
# Below each compound – ABHD5-PLIN5 inh	m5-HT2A agonist	NOD2-RIPK2 inh	N-glyco inh	Cardio protect	NCOA2 inhibitor	ABCB6 inh MLPCN	TLR9-MyD88 inh	MC4R antagonist	MC4R ag barr
C#CCOCCOCCOCCNc1nc(N2CCN(C(=O)[C@H](CCCCN)n3cc([C@@H](N)CC(C)C)nn3)CC2)nc(N2CCN(C(=O)[C@H](Cc3cc4ccccc4[nH]3)n3cc([C@@H](N)Cc4ccc(O)cc4)nn3)CC2)n1
 : 25*	-7	2	-1	-3	nt	100	3	5	-2.5
O=S(=O)(c1ccc2c(c1)N(Cc1ccc(Cl)cc1)C1CCCN21)N1CCOCC1 (stereo not given)
 : 7	-1	0	0	0	16	92	8	2	-0.4
COc1ccc(C)cc1S(=O)(=O)NCCc1ccccc1
 : 0	-2	-2	-1	0	-3	102	4	6	-0.1
O=C(NCc1ccccc1)C(c1ccc(F)cc1)N1CCN(CCN2CCOCC2)CC1 (stereo not given)
 : -8	-4	-3	nt	nt	16	nt	nt	nt	nt
C=CCn1c(=O)c2ccccc2n2c(SCC(=O)NCc3cccs3)nnc12
 : 2	7	-16	1	8	8	111	-8	3	0.8
CCN(CC)CCC(=O)NC(C)(C)Cc1ccc(O)cc1
 : -4	-6	-6	2	4	0	92	4	8	-2.2
CC(NC(=O)c1cccc2ccccc12)c1ccc2c(c1)CCCC2 (stereo not given)
 : -4	-5	3	20	-6	-13	98	0	1	-1.2
OC1(c2ccccc2)CCN(Cc2ccccc2)CC1
 : 17	3	-11	0	5	1	98	-1	3	2.3
COc1ccc(C(=O)Nc2ccc(-c3ccc(NC(=O)c4ccc(OC)cc4)c(OC)c3)cc2OC)cc1
 : -1	0	3	0	0	18	100	4	9	0.8
CNC(=O)C1CC(=O)N(c2ccc(OCC(=O)Nc3ccccc3)cc2)C1 (stereo not given)
 : -6	4	-3	0	1	-3	101	4	6	-0.3
Cc1ccc(N/C(N)=N/c2nc(CSc3nnc(N)s3)cc(=O)[nH]2)cc1
 : -2	1	-2	0	4	4	98	-4	-7	-0.6
CN(CC/C=C1/c2ccccc2CSc2ccccc21)CCCO
 : 14	-8	-1	0	-1	29	98	-2	17	-2.0
Cc1cc(C)c(NC(=O)COC(=O)Cc2cccs2)c(C)c1
 : 4	9	-4	2	1	1	98	-12	1	-2.9
C/[N+]([O-])=C\c1cccc(OCCN2CCN(c3ncc(C(F)(F)F)cc3Cl)CC2)c1
 : -4	-15	-10	-2	-7	0	83	-1	-2	-0.5
CN(C(=O)c1coc(=O)c2ccccc12)c1ccc(Br)cc1
 : 2	-2	-4	0	-3	-10	94	7	7	-2.1
CCCC[C@@H]1CCCO[C@@](C(=O)NCc2ccc(C)o2)(C(F)(F)F)C1
 : 10	-1	-6	2	8	-23	95	-4	12	-1.6
CC[C@H](C)[C@H]1CNC(=O)C(=O)N1CC1CCN(CCc2ccccc2)CC1
 : -2	-11	-21	2	8	-3	100	-1	-2	0.5
COc1cccc(C(O)c2nc(-c3ccc(OC)nc3)cs2)c1 (stereo not given)
 : -1	-4	-7	0	1	-1	109	nt	8	-0.3
Cc1cc2nc(-c3ccc(SCC(=O)N4CCOCC4)nc3)[nH]c2cc1C
 : -3	2	-6	-12	-3	-47	92	-6	7	1.9
Cc1cccc(C)c1NC(=O)/C(=C/c1ccco1)c1ccccc1
 : 15	2	8	1	4	5	97	-6	1	3.3
c1ccc2c(c1)oc1c(-c3ccc4nccn4c3)cccc12
 : 6	-1	1	?	4	-9	101	nt	-2	0.7
COc1ccc(C(=O)C2CCCN(C(=O)c3ccc(F)cc3)C2)cc1OC (stereo not given)
 : 5	2	-1	-2	1	-5	98	1	-1	-3.5
Cc1cc(C(=O)c2ccccc2)cc(C)c1O
 : 7	0	-5	0	2	0	95	2	-9	-2.1
O=C(CSc1nnc2scc(-c3ccccc3)n12)NCc1ccc2c(c1)OCO2
 : -1	-3	-1	0	5	1	97	-13	-1	-1.8
O=C1CCCC(O)=C1Sc1ccccc1C(=O)O
 : -7	2	-4	0	-1	-25	97	-1	10	-1.0
CN(CC(=O)Nc1cc(Cl)cc(Cl)c1)Cc1cccs1
 : -2	1	-8	-2	-1	14	93	-18	8	0.1
O=C(NNC(=S)NCc1ccccc1)c1ccc(Br)cc1
 : -2	5	-3	0	-5	-36	102	-4	20	0.2
O=C1c2ccncc2C(=O)N1CO
 : 8	2	-12	1	4	-3	97	3	4	0.5
O=C(NCCCO)/C(=C\C=C\c1ccccc1)NC(=O)c1ccccc1Cl
 : 4	3	-1	2	18	-33	104	-5	-8	-1.7
CCN1CCN(CCCNC(=O)CCCn2nc(C)c3sc4ccccc4c3c2=O)CC1
 : 0	-8	-8	0	-2	-30	101	4	-1	-1.2
CC(C)(C)NC(=O)c1ccc(COCC(F)(F)F)o1
 : 5	0	-6	0	2	-2	102	-3	1	1.6
CCOC(=O)C1(Cc2ccc(OC)cc2)CCN(C(=O)CC2CCC(=O)N2)CC1 (stereo not given)
 : -3	7	7	0	12	-19	99	6	-1	-1.8
C[C@]12c3[nH]c4ccccc4c3CCN1C(=O)C(CC(=O)NCc1cccc(C(F)(F)F)c1)C[C@@H]2C(=O)N1CCCCC1 (stereo not given in full)
 : 0	5	-1	-2	-21	-8	99	-6	-10	1.8
Cc1ccc(SCc2c(C(=O)N/N=C/c3ccc(C)o3)nnn2-c2nonc2N)cc1
 : 6	4	0	-1	-1	7	86	-2	1	0.3
O=C(COc1ccc(Br)cc1)OCC(=O)N1CCOCC1
 : 5	-6	-7	1	4	-34	101	-8	1	1.5
COC(=O)c1cc2ccsc2n1CC(=O)N(C)c1ccccc1
 : -2	-1	-9	-2	1	1	97	-5	0	-1.7
O=[N+]([O-])c1ccc(Cl)c(C[n+]2cccc3ccccc32)c1
 : -1	0	-12	3	4	-25	103	-4	8	0.1
CSCC[C@H](NC(=O)[C@@H]1Cc2ccccc2CN1)C(=O)NC1CCCC1
 : 3	-5	0	1	-1	2	89	-2	5	-0.8
CC(C)(O)C#Cc1ccc(CN2CCN(C3CCCC3)C(CCO)C2)cc1 (stereo not given)
 : -2	6	0	-2	2	9	97	1	10	0.2
O=S1(=O)CC/C(=N\Nc2ccccc2)c2ccsc21
 : -3	10	-12	0	-1	-39	91	0	5	3.4
CC(=O)Nc1cccc(Oc2nc(NC(C)C)nc3cc(-c4ccccc4)sc23)c1
 : 9	-4	-4	-4	-9	-33	94	nt	23	-0.4
O=C(CC12CC3CC(CC(C3)C1)C2)NC(=S)Nc1ccc(CN2CCOCC2)cc1
 : 0	-1	0	-8	-18	-12	101	1	11	1.6
CSc1nsc(SCC(=O)Nc2ccc(O)c(C(=O)O)c2)n1
 : -4	-2	3	2	-3	-5	101	-2	3	-1.6
O=[N+]([O-])c1ccc(Oc2ccc(S(=O)(=O)N3CCCCC3)cc2)cc1
 : -3	-1	-1	-3	-17	7	99	-11	5	1.5
CS(=O)(=O)N1CCC(C(=O)NCc2ccco2)CC1
 : 12	3	-10	1	1	-17	96	-11	15	0.1
CCCCCCCCCC(=O)NNC(=O)c1c(O)c2ccccc2n(CCC)c1=O
 : -6	0	-9	-1	-3	0	98	-1	-1	0.5
CC(=O)N1CCC2(CC1)NC(=O)N(c1ccccc1)N2
 : 2	5	-4	3	-2	3	94	-8	8	-1.4
COC(=O)C1=C(C)Nc2nnnn2C1c1ccccc1Cl (stereo not given)
 : 3	-1	1	1	-1	-10	97	-4	9	-0.5
CCn1c(SCC(=O)c2c(N)n(C3CC3)c(=O)[nH]c2=O)nnc1-c1ccccc1OC
 : 4	6	9	0	4	14	93	4	-1	-2.1
CCC(NC(=O)COC(=O)C1CC2CCCC(C1)C2=O)c1ccc(Br)cc1 (stereo not given)
 : 3	-4	-1	-1	7	-1	103	-3	4	-5.4
Cc1ccc(-n2c(=O)c3c4c(sc3n3c(=S)[nH]nc23)CCC4)cc1
 : -3	1	-8	-1	-3	10	96	nt	-1	-2.1
CC1(C(=O)NCc2ccccc2)CN(S(C)(=O)=O)CC(=O)N1CCc1ccccc1F (stereo not given)
 : 11	1	-4	nt	nt	10	nt	nt	nt	nt
COc1ccc(CC(=O)NNC(=O)c2ccc(SCc3cc(F)ccc3F)c([N+](=O)[O-])c2)cc1
 : -2	-7	-4	0	-9	-13	108	0	4	9.0*
O=c1c2cc(Cl)ccc2nc(-c2ccc(Cl)c(Cl)c2)n1O
 : 1	5	-12	5	2	10	95	-6	17	1.4
Cn1nc(OCc2ccccc2)ccc1=O
 : -8	-4	7	4	2	-20	95	-7	5	-0.8
Cc1ccc2c(C)c(C(=O)NCCN3CCOC3=O)oc2c1C
 : 3	2	-10	0	-1	-13	98	-3	-3	-1.9
Cc1ccc(NC(=O)c2ccc3c(c2)[nH]c(=O)n3C(C)C)cc1
 : 2	-6	6	-4	9	-4	98	8	10	-0.3
Cn1c(N)c(C(=O)COC(=O)/C=C/c2ccc(S(=O)(=O)N3CCOCC3)cc2)c(=O)n(C)c1=O
 : -3	-5	-4	-1	5	2	100	-12	10	0.0
CC(=O)Oc1ccc(-c2nc(-c3cccnc3)no2)cc1
 : -6	-2	2	-6	-14	-19	104	9	-20	-2.0
O=C(C1=C(O)C(=O)N(CC2CCCO2)C1c1ccc(Cl)cc1Cl)c1ccco1 (stereo not given)
 : -8	-1	-10	-1	-5	8	100	-2	3	-1.3

# The list continues:
# Below each compound – ABHD5-PLIN5 inh	m5-HT2A agonist	NOD2-RIPK2 inh	N-glyco inh	Cardio protect	NCOA2 inhibitor	ABCB6 inh MLPCN	TLR9-MyD88 inh	MC4R antagonist	MC4R ag barr
N#Cc1ccccc1S(=O)(=O)N1CCN(CC(O)COc2ccccc2F)CC1 (stereo not given)
 : -1	-10	7	2	0	2	97	-6	7	1.0
Cn1cnnc1Sc1ccc(/C=C/C(=O)c2ccc(O)cc2)cc1[N+](=O)[O-]
 : 64*	-6	10	?	-9	5	100	-6	-24	-2.6
O=C(N/C(=C\c1ccc2c(c1)OCO2)C(=O)N1CCOCC1)c1ccccc1Br
 : -2	7	8	3	6	16	104	-7	16	1.2
Cc1cc(C)n(-c2ccc(C(=O)NCCCN3CCOCC3)cc2)n1
 : 1	3	-5	-1	-4	13	95	-6	-3	-4.0
NS(=O)(=O)c1ccc(Nc2nc(-c3ccc(F)cc3)cs2)cc1
 : 4	-2	4	-2	-11	3	90	nt	2	-0.6
O=C(Cn1cc2c(n1)CCCCC2)NCCCN1CCOCC1
 : -2	0	6	0	5	4	104	-1	8	-1.3
CCOc1ccc(C(=O)Nn2cnnc2)cc1
 : -4	0	-1	2	-2	-9	99	10	1	-0.8
O=C(O)CCCC(=O)Nc1ccc(Oc2ncnc3cc(Cl)ccc23)nc1
 : -1	6	-10	-2	-1	-27	95	-9	4	-0.5
CC(C)CCNC(=O)C(C)N(Cc1ccc(F)cc1)C(=O)c1ccc(CN2CCCCC2)o1 (stereo not given)
 : 1	-1	6	-1	-2	nt	95	-4	-1	-0.5

# An excerpt; count on the stated rates, not on these rows.
